# eLon inh: inhibits E. coli Lon protease; P0A9M0; purified E. coli Lon protease, fluorescence polarization; inhibition, % at 7.94 µM; 360,000 compounds, 0.42% hits; AID 602123; in the data active means inhibition above about 13%, passing the limit was not always enough;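 further: 0% = enzyme with probe and DMSO and 100% = no enzyme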
# CSN deneddyl inh: blocks human CSN-mediated cullin deneddylation. Purified CSN, SCF-Nedd8-OG deneddylation, fluorescence polarization. inhibition, % at 12.5 µM. 360,000 compounds, 0.38% hits. AID 651999;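 active means pattern-corrected inhibition above about 35%, with an unprinted fluorescence ratio check between 0.5 and 1.5, limit read from the data, passing the limit was not always enough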;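 further: 0% = enzyme with substrate and 100% = substrate without enzyme; some results filed as inactive read as strong as hits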
#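 Test system: Human Csn5 produced in HEK293T cells | Compound: 12.5 µM single point | Times: 90 min, room temperature | Signal: Fluorescence polarization readout | Read-out basis: % inhibition of substrate cleavage by Csn5 | Controls: no-enzyme wells high, enzyme-with-substrate wells low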
# Rin1-Abl PPI inh: blocks binding of human Rin1 to Abl; P00519+Q13671; AID 588664; inhibition, % at 7.35 µM; TR-FRET Rin1/Abl binding, biochemical; 360,000 compounds, 0.4% hits; in the data active means inhibition above about 5%, passing the limit was not always enough
# PABP1 MLLE inh: blocks PAM2 peptide binding to the PABP1 MLLE domain | GST-MLLE / FITC-PAM2 fluorescence polarization | 360,000 compounds, 0.36% hits | P11940 | inhibition, % at 20 µM; in the data active means inhibition above about 35%, passing the limit was not always enough;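 further: plate controls were DMSO wells with GST-MLLE for no effect and wells lacking GST-MLLE protein for full effect; some results filed as inactive read as strong as hits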
# Rpn11 block: Rpn11 (human) deubiquitinase inhibition; O00487; human 26S proteasome, Ub4-pepOG fluorescence polarization; 20S core pre-blocked with epoxomicin; calls only at 20 µM; 360,000 compounds, 0.59% hits; AID 588493;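 active means inhibition at 20 µM, scaled to each plate's controls, above about 33%, limit read from the data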
# bovine MsrA act: activates bovine MsrA enzyme; 360,000 compounds, 0.3% hits; purified bovine MsrA, absorbance read-out; activation, % at 10.6 µM; AID 602163; in the data active means activation above about 7.5%;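 further: 0% = vehicle and 100% = reference activator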
# MsrA inh: inhibits bovine methionine sulfoxide reductase A. purified bovine MsrA, absorbance read-out. inhibition, % at 15.5 µM. 360,000 compounds, 0.75% hits. AID 651718; in the data active means inhibition above about 4.5%;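 further: 0% = vehicle wells with enzyme and 100% = reference inhibitor wells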
# FAS TE block: blocks the thioesterase domain of human fatty acid synthase; inhibition, % at 15 µM; recombinant FAS-TE, OMFH fluorogenic substrate, fluorescence endpoint; AID 602261; 360,000 compounds, 0.67% hits; P49327;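 active means compounds whose normalised, plate-corrected inhibition of enzyme fluorescence in the single-dose primary screen is 50% or more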;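 further: 0% = DMSO with enzyme and 100% = substrate without enzyme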
# Target sequence (P49327 whole entry, looked up, the tested form may be a part): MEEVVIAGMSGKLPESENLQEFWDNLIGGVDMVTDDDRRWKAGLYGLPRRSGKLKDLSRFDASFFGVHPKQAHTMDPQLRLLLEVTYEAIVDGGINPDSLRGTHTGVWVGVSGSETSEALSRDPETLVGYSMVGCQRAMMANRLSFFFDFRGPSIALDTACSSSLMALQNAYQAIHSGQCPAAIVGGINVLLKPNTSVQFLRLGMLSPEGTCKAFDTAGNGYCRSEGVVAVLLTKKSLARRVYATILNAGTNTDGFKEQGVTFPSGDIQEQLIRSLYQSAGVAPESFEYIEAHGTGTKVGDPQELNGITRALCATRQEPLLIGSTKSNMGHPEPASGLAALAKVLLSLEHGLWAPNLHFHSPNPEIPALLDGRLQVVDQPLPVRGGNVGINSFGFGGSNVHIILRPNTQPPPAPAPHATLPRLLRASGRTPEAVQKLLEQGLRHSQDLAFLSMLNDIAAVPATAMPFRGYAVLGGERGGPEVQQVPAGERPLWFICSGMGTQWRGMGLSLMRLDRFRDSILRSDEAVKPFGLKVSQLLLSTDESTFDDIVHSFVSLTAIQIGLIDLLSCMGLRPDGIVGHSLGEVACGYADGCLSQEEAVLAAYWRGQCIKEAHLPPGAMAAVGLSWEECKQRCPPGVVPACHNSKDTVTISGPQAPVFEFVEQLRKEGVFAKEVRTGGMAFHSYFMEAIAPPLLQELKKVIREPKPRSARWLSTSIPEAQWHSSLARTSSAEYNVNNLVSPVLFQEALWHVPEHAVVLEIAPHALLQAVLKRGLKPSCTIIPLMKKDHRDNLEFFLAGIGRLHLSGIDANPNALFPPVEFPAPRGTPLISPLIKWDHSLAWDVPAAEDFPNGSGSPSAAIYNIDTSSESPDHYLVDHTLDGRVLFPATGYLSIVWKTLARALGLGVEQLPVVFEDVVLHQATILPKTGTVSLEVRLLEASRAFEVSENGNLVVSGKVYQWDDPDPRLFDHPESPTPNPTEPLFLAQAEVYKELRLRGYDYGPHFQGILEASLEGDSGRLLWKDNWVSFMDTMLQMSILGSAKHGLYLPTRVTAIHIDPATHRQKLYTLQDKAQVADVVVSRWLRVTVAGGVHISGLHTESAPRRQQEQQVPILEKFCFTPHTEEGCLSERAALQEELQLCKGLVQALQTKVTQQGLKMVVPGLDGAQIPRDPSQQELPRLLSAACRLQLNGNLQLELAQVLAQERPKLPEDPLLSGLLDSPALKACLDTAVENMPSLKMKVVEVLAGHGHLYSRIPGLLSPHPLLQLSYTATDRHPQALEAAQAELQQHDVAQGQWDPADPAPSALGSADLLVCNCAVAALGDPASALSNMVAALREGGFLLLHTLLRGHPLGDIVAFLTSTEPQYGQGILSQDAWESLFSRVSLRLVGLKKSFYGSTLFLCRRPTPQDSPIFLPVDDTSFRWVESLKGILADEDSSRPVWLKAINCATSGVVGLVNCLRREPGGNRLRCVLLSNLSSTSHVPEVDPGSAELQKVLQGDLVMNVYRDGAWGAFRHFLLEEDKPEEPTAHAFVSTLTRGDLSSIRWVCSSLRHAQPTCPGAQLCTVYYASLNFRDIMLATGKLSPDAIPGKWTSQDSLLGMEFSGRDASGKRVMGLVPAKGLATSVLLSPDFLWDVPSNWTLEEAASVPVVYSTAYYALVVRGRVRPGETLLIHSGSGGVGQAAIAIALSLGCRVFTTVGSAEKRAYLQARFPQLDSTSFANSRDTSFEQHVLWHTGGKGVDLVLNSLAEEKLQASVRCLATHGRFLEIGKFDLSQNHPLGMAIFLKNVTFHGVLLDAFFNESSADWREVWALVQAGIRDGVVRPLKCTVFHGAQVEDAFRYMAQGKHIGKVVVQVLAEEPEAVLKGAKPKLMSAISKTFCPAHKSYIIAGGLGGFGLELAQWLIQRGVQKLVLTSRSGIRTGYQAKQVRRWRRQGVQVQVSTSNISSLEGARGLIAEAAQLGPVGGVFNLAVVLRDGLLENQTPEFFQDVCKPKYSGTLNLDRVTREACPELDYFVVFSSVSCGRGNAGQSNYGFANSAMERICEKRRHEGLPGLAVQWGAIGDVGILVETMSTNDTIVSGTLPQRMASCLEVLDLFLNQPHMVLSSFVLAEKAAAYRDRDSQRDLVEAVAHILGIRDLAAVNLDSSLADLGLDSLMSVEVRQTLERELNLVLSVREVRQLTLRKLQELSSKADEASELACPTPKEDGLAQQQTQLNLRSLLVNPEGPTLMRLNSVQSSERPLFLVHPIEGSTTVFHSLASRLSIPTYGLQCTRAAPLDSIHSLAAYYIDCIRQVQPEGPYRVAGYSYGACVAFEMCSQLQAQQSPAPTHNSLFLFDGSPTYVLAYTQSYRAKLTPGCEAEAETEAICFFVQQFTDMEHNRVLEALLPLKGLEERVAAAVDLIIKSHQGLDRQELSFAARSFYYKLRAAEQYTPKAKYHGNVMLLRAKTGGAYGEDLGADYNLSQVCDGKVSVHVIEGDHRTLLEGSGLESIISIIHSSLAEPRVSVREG
# MT1-MMP act inh: MT1-MMP (human) activation inhibition; GFP/RFP ratio change, % at 20 µM; 360,000 compounds, 0.061% hits; AID 651647; HT1080 RFP-PRO-GFP cells, GFP/RFP ratio fluorescence, overnight; percent of plate control window, DMSO zero;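 active means GFP/RFP ratio change of at least 30% with cell ATP level not reduced by more than half and red fluorescence within 50% of control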; further: strong numbers were not always called active
#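 Material: RFP-PRO-GFP reporter HT1080 cells. Dosing: single-point 20 µM compound, 1% DMSO. Controls: DMSO and RFP-L50D-GFP cell wells. Timing: cells overnight before dosing, compound overnight, 37 °C, 5% CO2. Measure: GFP/RFP fluorescence ratio.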
# Numbers without * were called inactive; i = inactive; . = no result given; + = active, no number.
Molecule,FAS TE block,eLon inh,Rin1-Abl PPI inh,PABP1 MLLE inh,bovine MsrA act,MT1-MMP act inh,Rpn11 block,MsrA inh,CSN deneddyl inh
CCCCCCn1nc(C(=O)N(CCOC)c2c(N)n(CCCC)c(=O)[nH]c2=O)c2ccccc2c1=O,2,-7,-1,-49,-3,-7,i,0.8,6
Cc1cc2cc3n(c2nn1)N=C(Cl)CC3,-6,-2,-1,0,-2,16,i,0.6,2
C/C(=N\NS(=O)(=O)c1ccccc1)c1cccc(NC(=O)c2cccc(Cl)c2)c1,16,-10,2,9,0,0,i,-1.4,-3
COc1ccc2c(c1)CCc1c(C(=O)N3CCCC3)noc1-2,-3,2,0,-6,-2,16,i,2.2,0
CC(=O)Nc1ccc(NS(=O)(=O)c2ccc(-c3cnc(C4CC4)o3)cc2)cc1,0,-3,-2,0,-3,-8,i,0.5,0
O=C(COC(=O)/C=C/c1ccccc1[N+](=O)[O-])Nc1ccc(S(=O)(=O)N2CCOCC2)cc1,7,5,-2,-22,-4,1,i,0.0,4
Cc1cccc2nc(C(=O)Nc3cc(Cl)ccc3-n3cncn3)cn12,0,5,4,-88,-4,2,i,1.7,-1
CC(=O)N1CCN(C2=Nc3cccc4cccc2c34)CC1,-10,18*,-9,18,-8,-6,i,1.6,-6
CCOC(=O)c1cc[nH]c1C,-6,4,0,3,-1,0,i,0.7,8
CCCCOc1ncnc2c1[nH]c1ccc(F)cc12,-4,-5,0,14,2,-5,i,-0.4,0
O=C(COc1ccc([N+](=O)[O-])cc1)NCc1ccncc1,2,6,-2,-2,-4,-1,i,1.1,-2
CCOc1ccc(N(CC(=O)NCCSc2ccccn2)S(=O)(=O)c2ccc(Cl)cc2)cc1,24,2,1,2,0,-9,i,-1.0,8
CC(=O)C1=NN(c2ccccc2)C2(S1)S/C(=C\c1ccccc1)C(=O)N2c1ccccc1 (stereo not given),28,-2,1,3,3,-4,i,1.0,6
Cc1ccc(Nc2nc(N)nc(CSc3ncccn3)n2)cc1,-4,1,-2,0,-8,-2,i,-0.7,-3
CN(C)S(=O)(=O)c1cccc(NC(=O)CSc2nc3c(cc2C#N)C(=O)CC(C)(C)C3)c1,15,-1,0,-2,-12,-1,i,-0.4,-14
CC1CCN(S(=O)(=O)c2ccc3c(c2)CCN3C(=O)C2CCC2)CC1,7,-7,-2,6,1,6,i,0.0,6
N#C/C(=C1/CCCCCN1)c1nc2ccccc2[nH]1,1,-2,-1,11,-15,6,i,2.1,-2
CC1=C(/C=N/Nc2ccc([N+](=O)[O-])cc2[N+](=O)[O-])C(C)(C)CCC1,37,2,1,-6,-8,7,i,0.5,-1
Cc1cc(SCc2ccc(Cl)c(Cl)c2)nc(=O)[nH]1,-4,-6,-3,-16,0,0,i,-0.3,-1
CCN(Cc1ccccc1)C(=O)c1cc(S(=O)(=O)N2CCOCC2)ccc1N1CCCC1,2,2,1,-10,-8,-2,i,-0.8,1
CCN(CC)CCn1c(/N=C/c2cc(Br)ccc2O)nc2ccccc21,-9,-4,3,-6,-1,10,i,-0.7,6
COc1ccc(S(=O)(=O)c2ccc(OC)c(OC)c2)cc1OC,-5,-12,0,2,-4,-1,i,-0.5,-4
C/C=C(\C)C(=O)OC1c2c(ccc3ccc(=O)oc23)OC(C)(C)C1OC(C)=O (stereo not given),15,-1,1,3,-1,-1,i,1.7,1
Cc1cccc(C(=O)NNC(=S)NC(=O)c2cccs2)c1,-4,-5,-5,8,2,-3,i,2.3,2
COc1cc2c(cc1OC)C(c1cc(Br)ccc1F)N(C(=O)CCl)CC2 (stereo not given),21,8,2,3,-3,3,i,0.1,6
COc1ccc(N2CCC(N3CCN(C)C(CCO)C3)CC2)cc1 (stereo not given),-4,-4,-2,7,-2,-2,i,0.1,0
COc1ccc(NC(=S)Nc2ccccc2Cl)cn1,-2,1,2,29,-2,-3,i,-0.6,-4
COc1cc(N(C)C)c([N+](=O)[O-])cc1C(=O)NC(C)CNc1ccc([N+](=O)[O-])cc1Cl (stereo not given),70*,3,1,2,0,8,i,0.9,0
Clc1ccc(Nc2ccc(NCc3ccccc3)nn2)cc1,10,-8,-2,-2,-3,10,i,-0.1,2
COc1ccc(S(=O)(=O)Nc2ccc(S(=O)(=O)N3CCCCC3)cc2)cc1C,4,1,-4,-3,-2,3,i,-0.5,3
O=C(Oc1ccccc1C(=S)N1CCCCC1)c1cc([N+](=O)[O-])cc([N+](=O)[O-])c1,21,5,-3,18,2,3,i,1.0,3
Cc1ccc(NC(=O)C(C)Sc2nnc(C)n2CC2CCCO2)cc1 (stereo not given),-3,1,-1,-16,-1,0,i,2.5,4
COc1ccc(N(CC(=O)Nc2ccc3c(c2)OCCO3)S(=O)(=O)c2cccc(C)c2)cc1,23,-4,-4,-10,0,-2,i,0.4,3
C=CCN(CC=C)C(=O)C1CC(=O)N(c2ccc(Br)cc2)C1 (stereo not given),-5,-14,1,12,-5,-2,i,1.3,-2
NC(=O)C1CC(=O)N(c2ccc(OCc3ccc(Cl)cc3)cc2)C1 (stereo not given),-2,-6,5,-13,0,4,i,0.0,5
Cc1nnc(SCc2nnc(-c3cccs3)o2)s1,-6,1,-2,13,-3,-3,i,-0.3,-12
CCCCCCC(O)(c1ccccc1)C(CN1CCOCC1)c1ccccc1 (stereo not given),21,-1,1,11,1,-27,i,1.0,-2
COc1cccc(C2=NOC(C(=O)NC(C)C)C2)c1 (stereo not given),-5,-2,-2,2,-4,-2,i,1.4,-3
Cc1cc(=O)n(C)c(=O)n1CCCCCCN1CCCC1,-8,3,0,12,-11,3,i,-1.3,1
CCC(c1nnnn1Cc1ccco1)N(Cc1ccccc1OC)Cc1cc2cc(C)ccc2[nH]c1=O (stereo not given),22,-15,0,-20,-3,-26,i,1.9,18
COc1ccccc1C(CNC(=O)c1oc2ccccc2c1C)N1CCCC1 (stereo not given),0,-22,4,-24,-3,-5,i,-0.6,0
CSc1nc(C)cc(OCC#N)n1,-9,-14,0,-5,-6,-1,i,-0.4,4
COc1ccc(-c2c(C)oc3c(CN4CCCCC4C)c(O)ccc3c2=O)cc1OC (stereo not given),-2,8,0,-8,1,-2,i,3.5,-1
O=C(NNC(=O)C1CCCO1)c1ccc(F)cc1 (stereo not given),-9,-16,2,-11,-2,2,i,0.8,1
CCC(=O)Nc1cc(NC(=O)CSc2nnc(C(C)C)n2CC)ccc1C,-5,-4,2,3,-1,-1,i,-0.6,-4
COc1ccc(NC(=S)N(Cc2ccc(Cl)cc2)Cc2ccc(C(=O)O)cc2)cc1Cl,20,3,4,-48,-3,7,i,-0.1,-1
O=C1c2ccccc2-n2c1nc1ccccc1c2=O,6,-2,-10,-3,3,4,i,-0.2,4
COc1cc(/C=C2\N=C3CCCCCN3C2=O)ccc1O,-11,-304,-5,-92,-3,-19,+,3.3,57*
OCC[C@@H]1C[C@H](O)[C@@H](O)[C@]2(CCCCO2)O1,-10,-5,5,-2,-12,-1,i,0.4,1
CCC(C)[C@H](NC(=O)N1CC(=O)Nc2ccccc21)C(=O)N[C@@H](C(=O)O)c1ccccc1 (stereo not given in full),-4,3,0,4,-3,2,i,0.2,2

# Single records, as listed above. Order of values: FAS TE block, eLon inh, Rin1-Abl PPI inh, PABP1 MLLE inh, bovine MsrA act, MT1-MMP act inh, Rpn11 block, MsrA inh, CSN deneddyl inh
# `COc1cccc(C2=NOC(C(=O)NC(C)C)C2)c1` (stereo not given) is listed with -5, -2, -2, 2, -4, -2, i, 1.4, -3
# `Cc1cc(=O)n(C)c(=O)n1CCCCCCN1CCCC1` is listed with -8, 3, 0, 12, -11, 3, i, -1.3, 1
# `O=C1c2ccccc2-n2c1nc1ccccc1c2=O` is listed with 6, -2, -10, -3, 3, 4, i, -0.2, 4
# `OCC[C@@H]1C[C@H](O)[C@@H](O)[C@]2(CCCCO2)O1` is listed with -10, -5, 5, -2, -12, -1, i, 0.4, 1

# (continued)
Molecule,FAS TE block,eLon inh,Rin1-Abl PPI inh,PABP1 MLLE inh,bovine MsrA act,MT1-MMP act inh,Rpn11 block,MsrA inh,CSN deneddyl inh
COc1ccc(N2CC(C(=O)N[C@@H](C)C(=O)NCc3ccccc3OC)CC2=O)cc1 (stereo not given in full),-8,-8,-4,-2,-3,0,i,0.5,-7
CCC(CC)C(=O)Nc1cccc(C(=O)N2CCOCC2)c1,-9,-3,-2,-6,-3,0,i,2.0,-2
O=C1CCC(C(=O)N2CCC(O)(c3ccccc3)CC2)CN1CCc1ccccc1 (stereo not given),-4,1,-2,-5,-3,-3,i,-1.4,6
CN(C)CCCNC(=O)CC(c1ccccc1)c1ccccc1O (stereo not given),-7,-4,-1,-2,-2,-1,i,0.3,-2
Cc1occc(=O)c1OC(=O)Nc1ccccc1,1,1,0,-4,4,-2,i,0.6,-1
CCOC(=O)c1cnc2cc(F)c(F)cc2c1N1CCN(C)CC1,-3,0,-2,-8,-1,-9,i,0.4,5
CCCN(CCO)Cc1ccc(F)c(Br)c1,-6,-2,4,5,-2,-2,i,-0.5,2
Cc1cc(C)c(OCC(=O)OC(C)C(=O)NCc2ccccc2)c(C)c1 (stereo not given),-3,2,-1,-34,-5,4,i,2.2,-6
O=C1CCCN1C(=O)COc1ccccc1[N+](=O)[O-],-6,-6,2,9,-7,6,i,0.4,0
O=C(Nc1ccncc1)C1CCN(S(=O)(=O)c2c(Cl)cccc2Cl)CC1,1,-6,1,5,-1,-1,i,0.3,3
O=S(=O)(c1ccc(SCc2ccccc2)nc1)N1CCCCCC1,29,-5,4,14,-3,-2,i,-0.5,1
O=[N+]([O-])c1cc(S(=O)(=O)N2CCCC2)ccc1N/N=C/c1cccnc1,-5,-3,-2,-1,-4,5,i,0.6,-4
Cc1cccc(NCc2ccc(N(C)C)cc2)n1,1,4,0,1,-3,1,i,0.4,-1
CCOC(=O)c1c(C2CC2)csc1NC(=O)COC(=O)c1ccc[n+]([O-])c1,0,-3,-1,-11,-6,3,i,-0.4,-4
CN(C(=O)COC(=O)c1ccc(Br)o1)c1c(N)n(Cc2ccccc2)c(=O)[nH]c1=O,-5,-4,5,-19,-2,4,i,-1.1,6
Cc1cc(C)c(COCc2cc(/C=N/O)c(C)cc2C)cc1/C=N/O,1,4,-3,-10,2,-4,i,0.4,4
COc1cc(CCC(=O)OCC(=O)Nc2ccc(F)c(F)c2)cc(OC)c1OC,4,4,1,2,-1,0,i,1.7,2
COc1ccc(-c2csc3ncnc(N4CCN(c5cccc(Cl)c5)CC4)c23)cc1,25,3,-1,-11,6,-4,i,.,9
Cc1nnc(NC(=O)C2CCCO2)s1 (stereo not given),-6,10,2,24,-1,0,i,1.2,0
C/C(=N/OC(=O)c1ccccc1)c1oc(C)nc1C,-5,-2,0,2,1,-1,i,0.6,1
CSc1ccc(C=O)cc1,2,10,-3,10,-2,2,i,1.6,-2
CC(C)C(=O)N1CCN(c2ccc(NC(=O)c3ccc([N+](=O)[O-])o3)cc2Cl)CC1,12,0,-6,10,3,0,i,0.5,4

# Compound activity from PubChem BioAssay.
